Screening results deposited in PubChem by several laboratories.
NR5A2 inv ag: LRH-1 (NR5A2) inverse agonists, primary screen, cell-based, luminescence, HEK293T, StAR-luciferase reporter | LRH-1 transfected, 24 h | inhibition, % at 3.6 µM | 360,000 compounds, 0.13% hits | AID 602396, 2012;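 active = inhibition above the mean inhibition of all tested compounds plus 3 SD, cut at about 73% in these data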;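 note: 0% = DMSO wells and 100% = reporter-only cells lacking LRH-1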
TLR9-MyD88 inh: inhibitors of TLR9-MyD88 association in cells, primary screen, cell-based, CHO, BLA complementation, fluorescence. CCF4 FRET ratio. AID 504734, 2011. inhibition, % at 4.98 µM. Toll-like receptor 9 (Homo sapiens) + Myeloid differentiation primary response protein …. 340,000 compounds, 0.21% hits;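 active = inhibition above the mean over all tested compounds plus 3 SD, cut at about 21% in these data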;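 note: 0% = DMSO only wells and 100% = clavulanate BLA inhibitor control wells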
COUP-TFII inh: NR2F2 transcriptional activity inhibitors, primary screen, cell-based, luciferase reporter, HEK293T, luminescence | COUP transcription factor 2 (Homo sapiens), P24468 | HEK293T NGFI-A luciferase reporter | inhibition, % at 8.6 µM | 370,000 compounds, 0.7% hits;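 active = inhibition above a per-plate cutoff, mean inhibition of test wells between control levels plus 3 SD, cut at about 38% in these data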;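 note: cells cotransfected with COUP-TFII expression vector driving the NGFI-A reporter; 0% = median of COUP-TF2 test wells and 100% = reporter-only cells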
TROY signal inh: inhibitors of TROY-driven NF-kB signaling, primary screen, Q293 LMP1-TROYcd cells, NF-kB luciferase, uHTS; inhibition, % at 10 µM; AID 1347056, 2019; 360,000 compounds, 0.98% hits; Q293 LMP1-TROYcd NF-kB luciferase reporter, 4 h;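 active = compounds whose plate-normalised and pattern-corrected inhibition of the luciferase reporter signal at the single screening dose is 50% or more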
SRC3 inh: SRC3 coactivator transcriptional activity inhibitors, primary screen, cell-based, luminescence | Nuclear receptor coactivator 3 (Homo sapiens), Q9Y6Q9 | HEK293 GAL4-SRC3 luciferase reporter | inhibition, % at 3.6 µM | 360,000 compounds, 0.17% hits | AID 588352, 2011;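 active = inhibition above a per-campaign cutoff, the mean of all compounds plus 3 SD, cut at about 60% in these data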;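 note: 0% = DMSO-treated cells and 100% = gossypol-treated cells at 36 µM; higher means less SRC3-driven luciferase light from the GAL4 reporter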
SRC1 inh: SRC1 coactivator transcriptional activity inhibitors, primary screen, cell-based, luminescence; Nuclear receptor coactivator 1 (Homo sapiens), Q15788; inhibition, % at 3.6 µM; HEK293 GAL4-SRC1 luciferase reporter; AID 588354, 2011; 360,000 compounds, 0.12% hits;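 active = inhibition above the campaign mean plus 3 SD, with each screening campaign given its own cutoff, cut at about 60% in these data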;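 note: 0% = DMSO treated cells and 100% = gossypol at 36 µM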
Target sequence (Q15788 whole entry, looked up, the tested form may be a part): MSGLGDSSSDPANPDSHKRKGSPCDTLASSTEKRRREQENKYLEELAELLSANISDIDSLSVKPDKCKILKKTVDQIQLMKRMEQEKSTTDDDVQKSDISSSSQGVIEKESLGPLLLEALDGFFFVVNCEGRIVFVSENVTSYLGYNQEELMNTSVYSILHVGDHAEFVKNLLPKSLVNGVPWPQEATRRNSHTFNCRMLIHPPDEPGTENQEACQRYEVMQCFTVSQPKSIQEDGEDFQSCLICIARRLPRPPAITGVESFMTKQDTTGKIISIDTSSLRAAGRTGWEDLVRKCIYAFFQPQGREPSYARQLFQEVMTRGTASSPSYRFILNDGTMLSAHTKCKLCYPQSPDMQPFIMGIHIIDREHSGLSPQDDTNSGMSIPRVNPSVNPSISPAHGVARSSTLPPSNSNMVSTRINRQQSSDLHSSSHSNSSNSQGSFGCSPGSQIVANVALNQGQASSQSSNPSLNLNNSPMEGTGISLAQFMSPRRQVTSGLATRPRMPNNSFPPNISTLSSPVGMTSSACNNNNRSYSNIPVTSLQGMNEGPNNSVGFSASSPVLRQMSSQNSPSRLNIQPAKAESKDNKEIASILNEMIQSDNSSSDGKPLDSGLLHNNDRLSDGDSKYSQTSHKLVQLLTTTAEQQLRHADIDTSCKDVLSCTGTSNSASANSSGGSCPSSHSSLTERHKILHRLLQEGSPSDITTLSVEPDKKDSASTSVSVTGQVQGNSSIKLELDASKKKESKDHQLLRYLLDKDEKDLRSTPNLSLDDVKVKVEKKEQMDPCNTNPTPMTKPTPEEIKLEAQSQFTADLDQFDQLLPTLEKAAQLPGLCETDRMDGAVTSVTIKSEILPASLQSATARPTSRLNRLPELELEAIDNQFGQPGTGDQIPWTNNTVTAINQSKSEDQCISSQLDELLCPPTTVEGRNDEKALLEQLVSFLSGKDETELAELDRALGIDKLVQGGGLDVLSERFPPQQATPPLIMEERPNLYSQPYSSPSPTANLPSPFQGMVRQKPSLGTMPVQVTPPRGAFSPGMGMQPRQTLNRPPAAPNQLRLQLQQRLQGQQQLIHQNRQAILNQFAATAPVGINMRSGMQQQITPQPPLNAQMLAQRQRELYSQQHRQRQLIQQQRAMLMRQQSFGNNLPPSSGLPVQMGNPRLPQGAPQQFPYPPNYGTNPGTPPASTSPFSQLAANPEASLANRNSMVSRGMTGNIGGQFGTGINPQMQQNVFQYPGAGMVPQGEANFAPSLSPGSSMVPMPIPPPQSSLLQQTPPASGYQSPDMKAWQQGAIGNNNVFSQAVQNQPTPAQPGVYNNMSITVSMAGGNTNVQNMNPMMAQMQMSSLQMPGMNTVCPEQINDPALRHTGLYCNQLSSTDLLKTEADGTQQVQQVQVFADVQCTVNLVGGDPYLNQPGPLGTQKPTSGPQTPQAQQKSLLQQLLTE
C8 TRAIL sens: viability loss with TRAIL in NB7+C8 cells, primary screen, TRAIL sensitizer project, cell-based, ATPlite luminescence | inhibition (viability loss, TRAIL sensitization), % at 10 µM | 360,000 compounds, 1% hits;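 active = compounds causing at least 50% loss of cell viability in the single-dose screen, relative to plate controls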
EBV LMP1 NFkB: EBV LMP1-driven NF-kappaB luciferase reporter inhibitors, primary screen, cell-based, luminescence, single point. LMP1-induced NF-kappaB luciferase reporter cells. inhibition, % at 12.5 µM. 350,000 compounds, 0.69% hits. AID 504558, 2011; in the data active = inhibition above about 41%; inconclusive = no clear call, values can overlap the other calls;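 note: 0% = neutral control wells and 100% = reference inhibitor control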
NOD2-RIPK2 inh: NOD2-RIPK2 binding disruptors in cells, primary screen, fluorescence, CHO cells, BLA complementation; Receptor-interacting serine/threonine-protein kinase 2 (Homo sapiens), O43353; CCF4 ratio; inhibition, % at 4.98 µM; 360,000 compounds, 0.38% hits; AID 624267, 2012; in the data active = inhibition above about 21%;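 note: 0% = vehicle only and 100% = reference blocker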
Vif inh: HIV Vif self-association inhibitors, primary screen, imaging, HEK293T, single point; HEK293T cells, Vif self-association by quenched fluorescence, 24 h; inhibition, % at 7.49 µM; 340,000 compounds, 0.35% hits; in the data active = inhibition above about 50%, passing the limit was not always enough; inconclusive = no clear call, values can overlap the other calls; inactive = below about 31%; note: some results filed as inactive read as strong as hits
NCOA2 inhibitor: inhibition of GAL4-SRC2 driven luciferase reporter, primary screen, SRC2 inhibitor project, cell-based, luminescence. Nuclear receptor coactivator 2 (Homo sapiens), Q15596. HEK293 GAL4-SRC2 luciferase reporter. inhibition, % at 9 µM. 370,000 compounds, 0.17% hits;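 active = inhibition above the mean inhibition of all tested compounds plus 3 SD, set per campaign, cut at about 52% in these data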;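 note: 0% = DMSO treated cells and 100% = cells given Gossypol at 36 µM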
The depositor's hits bear a star; ? = inconclusive; nt = no result given.

SMILES	NR5A2 inv ag	TLR9-MyD88 inh	COUP-TFII inh	TROY signal inh	SRC3 inh	SRC1 inh	C8 TRAIL sens	EBV LMP1 NFkB	NOD2-RIPK2 inh	Vif inh	NCOA2 inhibitor
COc1ccccc1C1CC(c2ccc(Cl)cc2)Nc2ncnn21 (stereo unspecified)	-6	-2	-13	-9	7	4	-16	1	15	11	-7
CC(=O)Nc1ccc(Nc2ccccc2)cc1	-2	0	-1	-13	-10	-9	9	-3	-10	-1	2
COc1ccc(COC(=O)Nc2c(SC)nsc2SC)cc1	8	7	9	3	12	-1	-9	-8	11	-12	-19
C=CCn1c(SCC(=O)CC(=O)OCC)nc2cc(C(=O)N3CCC(C(N)=O)CC3)ccc2c1=O	-8	4	5	-12	6	-1	-7	-2	-3	-1	10
COc1cccc(/C=C(/C#N)c2ccc(Cl)cc2)c1OCc1cccc(C(=O)O)c1	-16	-5	-2	-38	1	-20	-4	-1	-15	-6	-6
O=C(Nc1c(-c2ccc(Cl)cc2)[nH][nH]c1=O)c1ccccn1	-5	nt	16	3	-18	10	-1	nt	2	-4	-10
Cc1ccc2[nH]c(=O)c(C(c3nnnn3C(C)(C)C)N(Cc3ccco3)CC3CCCO3)cc2c1 (stereo unspecified)	-9	6	-10	-6	23	13	6	-12	-1	-1	-14
COc1ccc(-n2ccnc2SCC(=O)NC2CCCC2)c(OC)c1	-6	1	-4	-9	-1	-12	2	-3	2	-2	2
COc1cccc(NC(=O)CN(C)C(=O)c2ccccc2Sc2ccccc2C#N)c1	-30	-6	-15	2	-2	6	7	-9	1	-5	-13
O=C(/C=C/Nc1ccc(OC(F)(F)F)cc1)C(F)(F)F	-5	13	1	-6	11	-15	-7	0	0	8	7
CCc1ccc(NC(=O)c2cnn3c(C(F)F)cc(C)nc23)cc1	-8	6	0	2	14	1	2	2	-10	?	-25
CCCSc1nc(C)cc(=O)[nH]1	1	-5	-10	5	16	-4	-8	-5	-1	13	4
COc1cc(OC)c(NC(=O)c2ccccc2F)cc1Cl	-7	-10	9	-43	-44	-31	2	-14	2	-5	7
O=C(NC1CCN(S(=O)(=O)c2ccc(F)cc2)CC1)c1cccc(F)c1	8	-3	11	-12	0	-19	8	3	2	-6	-4
COc1ccc(OC)c(-n2nnnc2SCC(=O)N2CCN(C(=O)c3ccco3)CC2)c1	-16	-5	5	-17	12	8	-14	7	-1	5	10
O=C(COC(=O)c1ccc(Cl)nc1)Nc1ccc(Cl)cc1	10	2	-1	0	2	-10	-5	0	-9	-10	7
O=C(Nc1n[nH]c(C(F)(F)F)n1)c1cccs1	-13	-7	14	8	14	-17	-2	-3	-12	2	-7
O=C(CO/N=C/c1ccc(OC(F)F)cc1)NC1CCCC1	10	2	6	5	23	-8	5	3	-1	1	-3
COc1cccc(CNCCc2c[nH]c3ccccc23)c1OCc1ccccc1F	17	4	-5	19	15	11	29	-17	8	0	6
Cc1ccc(C)c(OCCC(=O)N(C)CC(=O)Nc2c(C)cccc2C)c1	-5	-10	0	0	-12	1	-8	4	-11	-3	1
CCOC(=O)N1CCN(C(=O)C2CCN(Cc3ccc(OC)cc3OC)CC2)CC1	1	5	5	8	3	22	0	-10	1	1	-15
O=C(c1ccoc1)N1CCCC(CO)(CCCc2ccccc2)C1 (stereo unspecified)	10	-6	-6	-6	27	-17	3	1	-5	20	9
O=C(CN1CCN(S(=O)(=O)c2ccccc2)CC1)Nc1cccc(C(F)(F)F)c1	-1	2	-10	-8	3	7	4	-18	1	2	-1
O=C(NCc1ccccc1Cl)C1CCN(S(=O)(=O)c2cccc3nonc23)CC1	8	-4	18	-5	-5	-4	2	-2	3	-3	-9
O=C(CCl)Nc1c(C(=O)Nc2ccc3c(c2)OCCO3)oc2ccccc12	-45	4	-55	24	-5	-46	61*	-46	6	-7	0
CCOC(=O)CC1(CC(=O)OCC)NC(=O)c2c(C)sc(C(=O)OCC)c2N1	12	2	9	-45	3	-24	1	-37	-2	3	14
Cc1cccc(N2C(=O)c3ccc(Br)cc3C2=O)n1	2	-14	-22	17	-5	-2	-11	-18	6	-9	-20
COC(=O)c1sccc1NC(=O)COc1ccc(C)cc1	-33	-2	-11	-33	-13	-17	-7	-13	5	5	-14
Cc1nn(-c2ccccc2)c(C)c1C(=O)OCC(=O)NCc1ccco1	10	0	15	3	-5	-6	10	1	-8	7	-14
COc1ccc(/C=N/n2c(-c3cc(C)[nH]n3)n[nH]c2=S)cc1OC	-10	nt	3	9	13	-14	-8	nt	2	1	-3
COc1cc(N=C(N)N=C(N)N)cc(OC)c1	-9	-4	0	-2	11	-4	1	2	-2	-2	0
OCCN(Cc1ccccc1)CC1CC2C=CC1C2 (stereo unspecified)	-4	4	10	-9	13	2	-1	-11	-3	8	-21
CS(=O)(=O)c1ccc2nc(NC(=O)C3COc4ccccc4O3)sc2c1 (stereo unspecified)	-37	1	-28	-65	-28	-37	-10	-4	-4	11	-44
CC(=O)Nc1cccc(-c2cnc3ccccc3n2)c1	-100	-12	-33	-83	-48	-82	4	-24	-4	nt	-34
CCOC(=O)C1CCN(c2c(NCc3ccc(C(=O)Nc4ccc(C)cc4)cc3)c(=O)c2=O)CC1	13	-1	16	-12	4	-9	0	19	3	-7	0
CCc1nnc(N/N=C/c2ccc(O)c(OC)c2)n1N	13	-16	-18	-1	16	7	21	3	4	21	-24
Cc1ccc(/C=C2/C(=O)N=C(N)N2C)s1	-13	1	-2	1	-16	-3	4	-2	-2	12	-16
CCc1ccc(NC(=O)CSCCN2C(=O)c3ccccc3C2=O)cc1	-13	2	8	1	5	4	-2	-5	-5	-4	4
CCOc1ccc(NC(=S)N2CCN(S(=O)(=O)c3ccc(OC)cc3)CC2)cc1	16	-8	16	-4	-4	-1	-16	5	-2	-2	10
CC1(C)C=Cc2c(ccc3c2OC[C@@H](c2ccc(O)cc2O)C3)O1	-61	5	-18	-79	-37	-40	-7	-22	-4	-9	-64
O=C1CC(C(=O)Nc2ccc(Cl)cc2)S/C(=N\N=C\c2ccco2)N1 (stereo unspecified)	-6	-1	3	6	-19	-15	-42	1	-14	2	7
COc1ccc(C(=O)Nc2ccc(-c3n[nH]c(=S)o3)cc2)cc1OC	-2	1	-1	3	9	2	8	9	11	14	-3
Nn1c(SCC(=O)NCCC2=CCCCC2)nnc1C(F)(F)F	10	0	nt	17	15	19	-25	-4	-3	5	nt
COCC1CCCN(C(=O)c2cc(COc3ccc(C(C)=O)cc3)on2)C1 (stereo unspecified)	-71	-12	-33	-32	-78	-77	3	-36	-3	-10	-46
COc1ccc2ccccc2c1/C=N/n1cnnc1	15	-8	-9	-21	-1	-8	-5	7	-2	-9	-7
Cc1cccc(C)c1NC(=O)C1(N(C(=O)c2ccccn2)c2ccc(O)cc2)CCCCC1	-5	-5	-26	4	3	0	8	-1	-1	5	-11
Cc1cc(/C=C2\SC(=O)N(C)C2=O)c(C)n1-c1ccc(S(N)(=O)=O)cc1	-15	-14	-13	-14	-20	-10	-4	-3	-5	-7	-20
Cc1oc(-c2ccc(Cl)cc2)[n+]([O-])c1C	-4	0	-5	1	10	3	-7	-1	0	-1	-22
C[C@H]1CN([C@@H](C)CO)C(=O)c2cc(C3=CCCC3)cnc2O[C@@H]1CN(C)C(=O)c1ccncc1	4	-3	12	-3	8	1	-11	-6	2	-4	-11
COC(=O)Nc1ccc2c(c1)N(C(=O)CCN1CCN3CCCC3C1)c1ccccc1S2 (stereo unspecified)	-1	-12	5	-6	3	-2	1	5	-12	-2	9
CC1CCN(S(=O)(=O)N2CCC(C(=O)N3CCC(N(C)CC4CCCO4)CC3)CC2)CC1 (stereo unspecified)	3	-6	-8	-5	5	6	4	-11	8	nt	-2
CCn1ncc([N+](=O)[O-])c1C(=O)NC1CCCCC1	-1	0	13	-17	4	-10	0	1	-6	0	-25
O=C(O)Cc1ccc2ccc3ccccc3c2c1	7	nt	7	-21	8	-9	-4	nt	-17	3	-6
Nc1c(C(=O)NCC2CCCO2)sc(=S)n1-c1ccccc1 (stereo unspecified)	0	4	10	-2	8	2	5	-2	-1	5	-8
FC(F)(F)COc1ccc(-n2ccnc2)nn1	22	-1	6	1	18	-1	0	-10	-1	-1	-8
Cc1ccc(N2CC(C(=O)N3CCCc4ccccc43)CC2=O)cc1 (stereo unspecified)	-32	5	1	-15	10	6	5	4	-8	-2	-18
COc1ccc(/C=N/NC(=O)c2cccc(NC(=O)c3ccc(F)cc3)c2)c(C(=O)O)c1OC	-7	-3	-2	-47	-1	-34	-4	8	-2	12	-6
Cc1nn(-c2ccccc2)c2c1c(C)c(CCC(=O)NCC1CCCO1)c(=O)n2C (stereo unspecified)	-39	-10	3	-15	4	15	-6	6	-5	3	-15
Cc1nc(NCC2CC2)c2nnn(Cc3ccccc3)c2n1	-11	4	-7	-12	4	-1	-5	4	-2	-6	-2
CCCc1cc(C(N)=O)c(NC(C)=O)s1	3	-3	-3	6	15	4	-7	2	-3	nt	2

(listing goes on)
SMILES	NR5A2 inv ag	TLR9-MyD88 inh	COUP-TFII inh	TROY signal inh	SRC3 inh	SRC1 inh	C8 TRAIL sens	EBV LMP1 NFkB	NOD2-RIPK2 inh	Vif inh	NCOA2 inhibitor
Cc1cc(N2CCOCC2)ccc1/C=C1\NC(=O)N(CC(=O)Nc2ccc(F)cc2)C1=O	-31	-1	-21	-36	-43	-101	5	4	9	0	-52
CCOc1cccc(-c2c(C(=O)N/N=C(\C)c3ccccn3)nnn2-c2nonc2N)c1	-22	3	1	10	8	21	19	65*	-15	-3	12
Cc1cc(C(=O)Nc2c(C)n(C)n(-c3ccccc3)c2=O)on1	-12	-10	-15	13	-10	-32	-17	5	-2	8	0
Cn1c(COc2ccccc2)nnc1SCC(=O)Nc1nnc(C2CC2)s1	-9	4	15	-9	-1	8	-13	5	3	13	-9
O=c1cc(O)c(-c2ccc(Cl)cc2)c(Cl)[nH]1	2	8	-12	2	16	-4	-10	-2	7	7	17
CCOc1ccc(CCN2C(=O)C(=O)N([C@@H](CC(C)C)CN3CCC[C@@H]3CN3C(=O)C(=O)NC[C@@H]3Cc3ccccc3)C[C@@H]2CC(C)C)cc1	10	3	20	17	-15	-6	-9	-4	2	-3	-20
N#C/C(=C/c1cn[nH]c1-c1cccc(Br)c1)C(=O)O	14	2	-4	-1	2	-10	-20	1	-9	-4	12

An excerpt, so the mix of outcomes need not match the whole.
